S1P3 antagonist: antagonists of human S1P3 receptor; Q99500; CHO S1P3 NFAT-BLA reporter, FRET fluorescence, antagonist mode; inhibition, % at 4.98 µM; 0.27% of 170,000 active;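 active = inhibition above the plate cutoff, the mean inhibition of test wells on that plate plus 3 SD, cut at about 28% in these data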;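 note: cells challenged with S1P at its EC80 of 0.8 µM; blue over green emission ratio from cleaved BLA substrate after 4 h stimulation; 0% = S1P-stimulated wells and 100% = unstimulated DMSO-only wells; some compounds past the cut are filed as inactive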
Target sequence (Q99500 whole entry, looked up): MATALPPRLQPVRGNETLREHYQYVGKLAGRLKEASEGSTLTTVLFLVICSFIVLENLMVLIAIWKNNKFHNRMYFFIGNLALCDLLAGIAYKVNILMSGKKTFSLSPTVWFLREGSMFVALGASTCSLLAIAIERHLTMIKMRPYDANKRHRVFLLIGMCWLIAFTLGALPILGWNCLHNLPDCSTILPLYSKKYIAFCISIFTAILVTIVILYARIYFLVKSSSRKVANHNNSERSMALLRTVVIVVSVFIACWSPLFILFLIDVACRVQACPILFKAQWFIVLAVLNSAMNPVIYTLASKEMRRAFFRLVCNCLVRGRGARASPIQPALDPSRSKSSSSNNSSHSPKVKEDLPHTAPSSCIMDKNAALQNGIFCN
L major viab: Leishmania major promastigote growth inhibition. inhibition, % at 10 µM. Leishmania major promastigotes, resazurin fluorescence viability. AID 1063. 9% of 200,000 active;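 note: promastigotes grown with compound for 44 hours at 28 °C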
G6PDH counter: L. mesenteroides G6PDH inhibition counter-screen; Purified L. mesenteroides G6PDH, diaphorase/resazurin coupled fluorescence, 45 min; 0.12% of 200,000 active; inhibition, % at 5 µM
DTT redox prof: compounds producing H2O2 with reducing agent – biochemical, NIH compound library profiling, artefact control for MLSCN library redox annotation, primary screen. activation, % at 10 µM. DTT-dependent redox cycling H2O2, phenol red/HRP absorbance; 100% = 100 µM peroxide control, 0% = buffer. 0.03% of 200,000 active. AID 878;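 active = activation of at least 50% relative to the plate's high and low controls in the primary single-dose screen; inactive = activation below 50%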;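 note: compound incubated with DTT at 0.8 mM final as the reducing agent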
Diaph inh CS: diaphorase inhibition or chemical oxidation counter-screen. diaphorase resazurin-to-resorufin fluorescence, NADH, 16 min; bacterial (C. kluyveri) enzyme, not human. inhibition, % at 20 µM. 0.69% of 190,000 active. AID 1217;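 active = primary screen inhibition at 20 µM above a set limit, cut at about 50% in these data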;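 note: plate controls were DMSO with full reaction for no effect and wells lacking NADH for full effect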
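Assay system: diaphorase enzyme from Clostridium kluyveri; Input: enzyme working solution with 0.14 U/mL diaphorase; Timing: 16 min at room temperature; Technique: resorufin fluorescence, excitation 544 nm, emission 590 nm; Benchmarks: positive control minus NADH, DMSO neutral control.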
PMI act: phosphomannose isomerase (human) activation | P34949 | activation factor at 20 µM | purified human PMI, coupled resazurin fluorescence, 20 min; active compounds read high; 1 = vehicle control, 0 substrate-free wells | 0.005% of 190,000 active | AID 1214;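 active = activation factor of 2 or more at 20 µM, relative to plate controls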
Target sequence (P34949 whole entry, looked up): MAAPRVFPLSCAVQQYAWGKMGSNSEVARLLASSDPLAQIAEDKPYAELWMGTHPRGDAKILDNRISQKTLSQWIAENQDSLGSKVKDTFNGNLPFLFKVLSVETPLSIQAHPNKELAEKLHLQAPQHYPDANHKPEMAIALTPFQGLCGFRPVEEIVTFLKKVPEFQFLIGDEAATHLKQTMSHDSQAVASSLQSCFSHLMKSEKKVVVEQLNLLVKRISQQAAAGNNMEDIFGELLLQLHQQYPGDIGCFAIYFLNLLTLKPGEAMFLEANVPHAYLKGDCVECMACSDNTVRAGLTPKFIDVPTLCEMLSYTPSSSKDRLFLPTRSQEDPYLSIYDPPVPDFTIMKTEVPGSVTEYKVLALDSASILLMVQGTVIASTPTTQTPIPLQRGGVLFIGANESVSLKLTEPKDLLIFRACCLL
PMI act hi M6P: activators of human phosphomannose isomerase at near-saturating mannose 6-phosphate; P34949; coupled PMI enzyme assay, resazurin fluorescence, 20 min; active compounds read high; 1 = untreated enzyme, 0 = substrate-free blank; activation factor at 20 µM; 0.34% of 190,000 active;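 active = activation factor of 2 or more at 20 µM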
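assay system = human phosphomannose isomerase with PGI, G6PDH, diaphorase coupling enzymes | quantity = 15 ng/mL PMI | incubation = enzyme reaction with compound 20 min at room temperature | medium = HEPES pH 7.4 buffer with MgCl2 and Tween-20 | compound dosing = one concentration, 20 µM, in 1% DMSO | measured by = Diaphorase-driven resazurin-to-resorufin fluorescence, excitation 544, emission 590 nm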
TLR4-MyD88 BLA: TLR4-MyD88 interaction inhibition in cells | O00206+Q99836 | HeLa CL3-4 TLR4/MyD88 BLA complementation, FRET ratio | inhibition, % at 8.4 µM | 0.18% of 200,000 active; in the data active = inhibition above about 25%;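 note: 0% = vehicle and 100% = reference inhibitor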
RAM inhibit: inhibitors of the yeast RAM network; S. cerevisiae dse1pr::URA3 reporter, 5-FOA growth OD615, 2 d; analog-sensitive cbk1-as2 kinase mutant strain; inhibition, % at 50 µM; 1.8% of 190,000 active; AID 868;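 active = inhibition above a set limit, 3 SD over mean compound inhibition, cut at about 8.4% in these data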;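 note: 0% = DMSO-only wells with no growth and 100% = 10 µM 1-NA-PP1 full growth; inhibition rescues growth on 5-FOA so higher OD means more RAM inhibition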
Diaph act CS: counter-screen for diaphorase-based assays: diaphorase activators and chemical reducers; Diaphorase/resazurin coupled assay, resorufin fluorescence, 16 min; active compounds read high; 1 = vehicle wells, 0 = NADH-free wells; AID 1229; 0.005% of 190,000 active; activation factor at 20 µM;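 active = diaphorase activity raised at least twofold by the compound at 20 µM; inactive = activation factor below 2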
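Measured by – red resorufin fluorescence at 544/590 nm excitation/emission · Test system – Clostridium kluyveri diaphorase, purified enzyme · Incubation – reaction time 16 min, room temperature · Buffer or medium – 50 mM HEPES pH 7.4 with 4.542 mM MgCl2, 0.005% Tween 20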
Hsp70 act: switches on Hsp70 transcription; 0.04% of 200,000 active; activation, % at 10 µM; HeLa Hsp70 promoter luciferase reporter, luminescence; scaled: vehicle 0, proteasome-inhibitor control 100%;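 active = activation above the mean across all tested compounds plus 3 SD, cutoff set per campaign, cut at about 5.5% in these data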;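 note: 100% = MG132 at 30 µM as the positive control and 0% = DMSO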
Active calls of the source: *; . = no result given. Cut-off read from the data, not from the text of the source, unless noted: active = inhibition above about 50%; inactive = the rest.

SMILES | S1P3 antagonist | L major viab | G6PDH counter | DTT redox prof | Diaph inh CS | PMI act | PMI act hi M6P | TLR4-MyD88 BLA | RAM inhibit | Diaph act CS | Hsp70 act
Nc1nc(Cl)cc(NCCc2ccc(O)cc2)n1 | -17 | 0 | 9 | -1.5 | -4 | 1 | 1 | -6 | 0.8 | 1 | -0.1
CC1CCCCC1NC(=O)CCn1c(=O)oc2ccccc21 (stereo not drawn) | 9 | 1 | 7 | 1.0 | 7 | 1.1 | 1 | -10 | -0.7 | 0.9 | -0.2
CC(Sc1ccc2c(c1)OCCO2)C(=O)Nc1ccc2c(c1)OCO2 (stereo not drawn) | 21 | -2 | 5 | -1.4 | 25 | 1 | 1 | 19 | 3.0 | 0.8 | -0.3
CSc1cccc(NC(=O)/C=C/c2cccc(Cl)c2)c1 | -2 | 3 | -5 | 0.0 | 13 | 0.9 | 0.9 | 12 | 9.1* | 0.9 | 0.0
CN(C(=O)COC(=O)c1ccc(S(=O)(=O)N2CCOCC2)cc1)C1CCCCC1 | 19 | -2 | -1 | -0.5 | 5 | 0.9 | 0.9 | -2 | 3.0 | 0.9 | -0.2
Cc1c(Cl)cccc1NC(=S)N1CCC(C(N)=O)(N2CCCCC2)CC1 | 21 | -6 | 9 | 0.7 | 10 | 1 | 1 | -10 | -0.5 | 0.9 | -0.4
C=CCNC(=O)CSc1n[nH]c(-c2cc(Cl)ccc2OC)n1 | -19 | 10 | 6 | -0.4 | 17 | 1.1 | 0.9 | -2 | -0.8 | 0.8 | 0.1
CSCCC1NC2(C(=O)Nc3c(C)cc(Cl)cc32)[C@@H]2C(=O)N(C3CCCC3)C(=O)[C@H]12 (stereo partly drawn) | -24 | 41 | 0 | -0.6 | 18 | 1 | 0.8 | -9 | 2.4 | 0.8 | -0.1
O=C(CN1C(=O)CC(c2ccco2)Sc2ccccc21)NCc1ccc2c(c1)OCO2 (stereo not drawn) | 10 | 10 | -19 | 1.3 | 10 | 0.9 | 0.9 | -9 | 2.6 | 0.9 | -0.1
C=CCn1c(COc2cccc3ccc(C)nc23)nnc1SCC(=O)O | -5 | -3 | 2 | -0.8 | 8 | 1 | 1 | 9 | 0.1 | 0.9 | 0.4
COc1cc(Br)c(CCNC(=O)Cc2ccccc2)cc1OC | 7 | -3 | -6 | -0.1 | 4 | 1 | 1 | -4 | 3.6 | 1 | -0.6
Cc1cccc(NC(=S)N(c2ccccc2)C(C)C)c1C | 10 | 4 | -10 | 0.5 | -5 | 0.9 | 0.9 | 6 | 0.8 | 1 | -0.5
C/C(=N\Nc1ccccc1)c1c(O)cc(C)oc1=O | 2 | -3 | 4 | 0.5 | 8 | 1.9 | 2.6* | -17 | -0.3 | 0.9 | 0.6
CCOC(=O)c1ccc(N2C(=O)c3n[nH]c(C)c3C2c2ccco2)cc1 (stereo not drawn) | 7 | 12 | 9 | 1.0 | 28 | 0.9 | 0.8 | 3 | -0.5 | 0.7 | -0.4
CCOc1ncccc1C(=O)Nc1ccc(OC)c(S(=O)(=O)N2CCCCC2)c1 | -12 | -3 | 12 | -1.7 | 10 | 0.9 | 0.9 | -5 | 2.3 | 0.9 | 0.2
Cc1cccc(CSc2nncc(=O)[nH]2)c1 | -2 | -8 | 34 | 0.1 | -4 | 0.9 | 0.9 | 9 | 0.8 | 1 | -0.6
C=CCC(C=C)[N+]1(CC(=O)OC)CCCCC1 (stereo not drawn) | -1 | 3 | 4 | -0.3 | 9 | 1.2 | 1.1 | -8 | -1.4 | 0.9 | -0.5
CCOc1ccc(-n2nc3c(=O)n(CCN4CCCCC4)nc(C)c3c2C)cc1 | -6 | -7 | 1 | -0.3 | 17 | 0.9 | 0.9 | 7 | 0.4 | 0.8 | -0.3
CCCNC(=O)c1ccc(N(Cc2ccccc2)S(C)(=O)=O)cc1 | . | -10 | 1 | -0.1 | 1 | 1 | 1 | 2 | 0.7 | 1 | -0.3
CCOc1ccc(CCNC(=O)c2ccc(C)c(N3CCCC3=O)c2)cc1OCC | -14 | 17 | 6 | 0.2 | -7 | 1.1 | 1 | 7 | 0.8 | 1.1 | -0.4
Nc1cc(-c2ccc(Br)cc2)[nH]n1 | 23 | -1 | 0 | -0.2 | 0 | 1 | 1.1 | 1 | 0.9 | 1 | -0.3
COc1ccnc(NCc2cccc(C(F)(F)F)c2)c1C#N | . | -9 | 3 | 0.2 | 9 | 1 | 1 | -3 | 1.8 | 0.9 | 0.3
Cn1nc(CC(=O)Nc2cccc3ncccc23)c2ccccc2c1=O | . | -1 | 1 | -0.1 | 0 | 1 | 0.9 | 3 | -0.2 | 1 | -0.5
COc1cc(OC)cc(C(=O)NCCCN2CCOCC2)c1 | . | -1 | 1 | 0.3 | 11 | 1.1 | 1.1 | 6 | 2.6 | 0.9 | -0.1

Just L major viab and DTT redox prof, for three of the compounds above:
structure,L major viab,DTT redox prof
Nc1cc(-c2ccc(Br)cc2)[nH]n1,-1,-0.2
COc1ccnc(NCc2cccc(C(F)(F)F)c2)c1C#N,-9,0.2
Cn1nc(CC(=O)Nc2cccc3ncccc23)c2ccccc2c1=O,-1,-0.1

(more compounds)
SMILES | S1P3 antagonist | L major viab | G6PDH counter | DTT redox prof | Diaph inh CS | PMI act | PMI act hi M6P | TLR4-MyD88 BLA | RAM inhibit | Diaph act CS | Hsp70 act
CCCN1C(=O)c2cc(C(=O)NCCc3cccc(C)c3)ccc2C1O (stereo not drawn) | -18 | -4 | -3 | 0.7 | 1 | 1 | 1 | -10 | 4.2 | 1 | 0.3
Cc1cc(NC(=O)c2ccoc2C)no1 | . | -5 | 1 | -3.0 | 3 | 1.2 | 1.2 | -19 | -0.1 | 1 | 0.5
CC1CCN(c2nc3nonc3nc2Nc2ccc(F)cc2)CC1 | 16 | 33 | 10 | -0.6 | 12 | 1 | 1 | -10 | 0.4 | 0.9 | -0.2
N#CCc1nn(-c2ccc(F)cc2)c(N)c1C#N | -21 | -5 | 5 | -1.2 | 17 | 1 | 0.8 | 2 | 0.2 | 0.8 | -0.3
O=C(CCn1c(=O)c2sccc2n(CC(=O)OCc2ccccc2)c1=O)NCc1ccccc1 | . | -6 | -5 | 0.1 | 7 | 1 | 1 | -8 | 11* | 0.9 | -0.1
Cc1ccc(C(=O)CC2C(=O)N(c3ccccc3)C(=S)N2c2ccccc2)cc1 (stereo not drawn) | -10 | 59* | 2 | 0.2 | 16 | 0.8 | 0.9 | -1 | 3.6 | 0.8 | 0.0
O=C(CN1CCN(Cc2ccccc2)C1=O)NCc1ccc(Cl)cc1 | . | 0 | -2 | -0.1 | 11 | 1 | 1 | 5 | -0.1 | 0.9 | 0.0
Cc1cccc(Nc2nnc(SCC(=O)NCc3cccs3)s2)c1C | 15 | 58* | 8 | 0.4 | 17 | 0.9 | 0.9 | 9 | -1.1 | 0.8 | -0.5
CC(OC(=O)CCN1C(=O)c2cccc([N+](=O)[O-])c2C1=O)C(=O)Nc1cc(Cl)cc(Cl)c1 (stereo not drawn) | -14 | 54* | 5 | . | 17 | 1.1 | 1 | 13 | 2.9 | 0.8 | -0.4
CCOC(=O)C1(CCc2ccccc2)CCN(C(=O)c2ccoc2)CC1 | 3 | 33 | 7 | -1.7 | 24 | 0.9 | 0.9 | -20 | 3.5 | 0.8 | -0.3
O=C(CSc1nnc(Cc2ccccc2)o1)NCCN1C(=O)CSC1=O | . | -4 | 14 | -1.4 | -4 | 1.2 | 1.2 | -8 | 0.8 | 1 | -0.2
CC(=O)c1cccc(N(CC(=O)Nc2ccc(F)cc2F)S(C)(=O)=O)c1 | . | -5 | 7 | 0.0 | 18 | 0.8 | 0.9 | -17 | 0.7 | 0.8 | -0.2
Cn1ccnc1C(=O)c1cc(SCC(=O)N2CCOCC2)nc2ccccc12 | -15 | 7 | 5 | 0.3 | -2 | 1.1 | 1 | 9 | 1.2 | 1 | 0.1
O=C(CCC(=O)Nc1ccc(Cl)cc1Cl)N/N=C/c1ccc([N+](=O)[O-])o1 | -11 | 101* | 19 | 0.1 | 25 | 1.1 | 0.7 | 1 | 0.2 | 0.7 | 0.0
COc1ccc(S(=O)(=O)NCC2CCCN(Cc3ccccc3C)C2)cc1 (stereo not drawn) | 4 | 99* | 15 | -0.3 | 25 | 0.9 | 0.9 | -1 | 1.0 | 0.8 | -0.4
COc1cccc(C(=O)N(Cc2cc3cc(C)ccc3[nH]c2=O)C(C)C)c1 | 2 | 17 | -3 | -1.2 | 8 | 0.9 | 0.9 | -1 | 8.2 | 0.9 | -0.3
O=C(Oc1cccc2ccccc12)c1ccncc1 | . | 9 | 12 | 0.1 | 16 | 1 | 0.9 | -9 | -0.9 | 0.8 | 0.9
c1ccc2c(SCc3cn4cccnc4n3)ncnc2c1 | -15 | 2 | 2 | -0.1 | -5 | 1 | 1 | -11 | 1.4 | 1.1 | -0.1
COC(=O)[C@H](CC(C)C)NC(=O)N1CCN(c2cccc(C(F)(F)F)c2)CC1 | . | 1 | 6 | 0.1 | 13 | 0.9 | 0.9 | -1 | 0.9 | 0.9 | -0.2
CC(=O)c1cccc(NC(=O)CCNS(=O)(=O)c2cccc(C(C)=O)c2)c1 | -11 | 3 | 2 | -0.1 | -5 | 1.1 | 1.1 | -6 | -0.1 | 1 | -0.3
CCOC(=O)/C=C1\SCC(=O)N1CC(=O)NCCOC | -15 | -15 | 3 | -1.8 | 0 | 1.1 | 1.1 | 3 | -0.8 | 1 | -0.4
O=C(NCCc1ccccc1)C(=O)NC1CCCCC1 | . | -2 | 4 | 0.3 | 8 | 1 | 1 | 13 | 1.3 | 0.9 | -0.4
O=C(Cn1cnc([N+](=O)[O-])n1)N/N=C/c1cc(Cl)ccc1O | -12 | 100* | -7 | -1.7 | 11 | 1 | 1.2 | -3 | -1.6 | 0.9 | -0.1

An excerpt of these results, as labelled records:
O=C(NCCc1ccccc1)C(=O)NC1CCCCC1
- S1P3 antagonist: .
- L major viab: -2
- G6PDH counter: 4
- DTT redox prof: 0.3
- Diaph inh CS: 8
- PMI act: 1
- PMI act hi M6P: 1
- TLR4-MyD88 BLA: 13
- RAM inhibit: 1.3
- Diaph act CS: 0.9
- Hsp70 act: -0.4

O=C(Cn1cnc([N+](=O)[O-])n1)N/N=C/c1cc(Cl)ccc1O
- S1P3 antagonist: -12
- L major viab: 100*
- G6PDH counter: -7
- DTT redox prof: -1.7
- Diaph inh CS: 11
- PMI act: 1
- PMI act hi M6P: 1.2
- TLR4-MyD88 BLA: -3
- RAM inhibit: -1.6
- Diaph act CS: 0.9
- Hsp70 act: -0.1

Screens deposited in PubChem BioAssay by several laboratories.
